# All columns: NCI-60 one-dose screen, growth in % after 48 h at 10 µM unless noted; 100 = growth as untreated, 0 = no growth, -100 = all killed.
# HL-60(TB) – HL-60(TB) leukemia cells. 9% of 78,000 active. AID 1794776; active = growth percent below 10
# Active calls of the source: *; & = joins results of further samples; ! = not confirmed by another sample. This is a subset; rates above refer to the full screens.
# Start of the data: the first 7 entries, ahead of the listing:
SMILES,HL-60(TB)
COc1cc(C(=O)OCC(C)C)ccc1O,90
COc1ccc(/C=C2\Oc3cc(OCC(=O)c4ccc([N+](=O)[O-])cc4)ccc3C2=O)cc1,78
O=C(CSc1nnc(-c2ccc3nc(-c4ccc(Cl)cc4)[nH]c3c2)o1)Nc1ccc(C(=O)/C=C/c2ccccc2)cc1,100
Cc1c(O)c(=O)ccn1C,91
COc1cc(Nc2cn[nH]c2-c2ccc(Cl)cc2)cc(OC)c1OC,15
COc1ccc(C2=CC(c3ccc(OC)cc3Br)N3C=CSC3=N2)cc1 (stereo not drawn),61
CC(=O)Nc1ccc(N=Nc2c(S(=O)(=O)O)cc3cc(S(=O)(=O)O)cc(OC(=O)c4ccc(N)cc4)c3c2O)cc1,101

# The listing, repeating the preview:
SMILES,HL-60(TB)
COc1cc(C(=O)OCC(C)C)ccc1O,90
COc1ccc(/C=C2\Oc3cc(OCC(=O)c4ccc([N+](=O)[O-])cc4)ccc3C2=O)cc1,78
O=C(CSc1nnc(-c2ccc3nc(-c4ccc(Cl)cc4)[nH]c3c2)o1)Nc1ccc(C(=O)/C=C/c2ccccc2)cc1,100
Cc1c(O)c(=O)ccn1C,91
COc1cc(Nc2cn[nH]c2-c2ccc(Cl)cc2)cc(OC)c1OC,15
COc1ccc(C2=CC(c3ccc(OC)cc3Br)N3C=CSC3=N2)cc1 (stereo not drawn),61
CC(=O)Nc1ccc(N=Nc2c(S(=O)(=O)O)cc3cc(S(=O)(=O)O)cc(OC(=O)c4ccc(N)cc4)c3c2O)cc1,101
CCN(CC)CCNC(=O)n1cc(-c2ccncc2)c(-c2cc(O)cc(Cl)c2)n1,101
CCC(C)(C)c1cc(O)c(C(C)(C)CC)cc1O,-9.7*
Oc1ccc(CCc2ccccc2)cc1,80
Nc1ccc(N)c2c1C(=O)c1cccc([N+](=O)[O-])c1C2=O,18
CCN(CC)CCNc1ccnc2cc3ccccc3cc12,97
CC(C)(C)C(=O)/C=C/c1ccc(C#N)cc1,74
Cn1cc(C(=O)c2nc(-c3c[nH]c4ccc(F)cc34)no2)c2cc(F)ccc21,70
Cc1nc2ccccc2n(C)c1=O,104
Fc1ccc(CCNc2ncnc3[nH]ncc23)cc1,61
COc1cc2oc(-c3cccc(NC(=O)Nc4ccccc4Br)c3)cc(=O)c2c(OC)c1OC,89
Brc1c(SCc2ccccc2)ncnc1SCc1ccccc1,53
COc1cc(C2CC(=O)Nc3c2cnn3C)cc(OC)c1OC (stereo not drawn),98
CCNc1nc2ccccc2c2c(=O)c3cccc(OC)c3sc12,104
CN(CCO)CC(O)Cn1cnc2c1c(=O)n(C)c(=O)n2C (stereo not drawn) (tested in a mixture with another compound),64
C/C=C/Cc1ccc(O)cc1,66
CCCCCCCCN1C(=O)/C(=c2\sc3n(c2=O)C2C(NN=3)N(CC)C(=O)N2CC)c2ccccc21 (stereo not drawn),114
CCOc1cc(/C=N\Nc2ccc([N+](=O)[O-])cn2)ccc1O,105
Cc1ccccc1Oc1ccccc1C(=O)O,120
Cn1c(SCc2nc(N)c3ccccc3n2)nnc1-c1cccs1,100
CCOC(=O)c1c(NC(=O)c2cccc(C(F)(F)F)c2)sc2c1CCC(OCC)=C2,64
COC[C@@H]1C[C@@]2(C)[C@@H](CC[C@@H]3[C@@H]2CC[C@]2(C)[C@@H](O)CC[C@@H]32)CC1=O,113
N#CN(Cc1ccccc1)Cc1ccccc1,104
CC1=Cc2cc(Cl)cc(Cl)c2OC12C=Cc1cc(Cl)cc(Cl)c1O2 (stereo not drawn),100
CNC(=O)c1cc(Oc2ccc3c(c2)sc2nc(-c4ccc(N)cc4)cn23)ccn1,2.0*
Nc1nc(NC2CC2)c2ncn(C3C=C[C@@H](CO)C3)c2n1 (stereo partly drawn),90
NS(=O)(=O)c1ccc(-n2cc(-c3cccc(NC(=O)c4cccc(OC(F)(F)F)c4)c3)nn2)cc1,103
CNC(=O)c1cc(Oc2cccc3nc(NC(=O)Nc4ccc(F)cc4)ccc23)ccn1,100
CN(C)CCN(Cc1ccco1)c1ccccn1,96&115
CC1=C2CCC3C(CC[C@]4(C)C(=O)CCC34)[C@@]2(C)CCC1=O (stereo partly drawn),101
CN(C)c1ccc(/C=C2\SC(N3CCCCC3)=NC2=O)cc1,86
COc1ccc(/C=N/NC(=O)Cn2nc(Cc3ccccc3)c3onc(C)c3c2=O)cc1,103
O=C(C/C(=C/c1ccccc1[N+](=O)[O-])c1nc(=S)[nH][nH]1)c1ccc(Cl)c(Cl)c1,96
CCC(=O)Nc1nnc(Cc2ccc(OC)c(OC)c2)s1,53
O=C(O)COc1ccc(F)cc1Cl,97
CCOC(=O)CCC(C(C)=O)C(=O)OCC (stereo not drawn),89
COC(=O)[C@]12CC[C@@H](C)[C@H](C)[C@@H]1C1=CC[C@@H]3[C@@]4(C)C[C@@H](OC(C)=O)[C@H](O)[C@@](C)(CO)[C@@H]4[C@H](O)C[C@@]3(C)[C@]1(C)CC2,-57*
O=C(O)c1cn(C2CC2)c2cc(N3CCN(C(=O)N/N=C/c4ccc(Cl)cc4)CC3)c(F)cc2c1=O,95
COc1cccc(-c2cc(-c3cc4ccccc4oc3=O)nc(N)n2)c1,101
O=C(NNc1ccccc1)OCCCl,36
CCN(CC)CCN(C(=O)Oc1ccccc1)c1ccccc1,86
Nc1cc(N)nc(SCC(=O)Nc2nc(-c3ccccc3)cs2)n1,79
N#CC(c1ccc(N)cc1)C(CC(=O)c1ccccc1)c1ccccc1 (stereo not drawn),96
COc1ccc(/C=N/NC(=O)Cn2c(-c3ccc(S(C)(=O)=O)cc3)nc3ccccc32)cc1,161
O=C1Nc2ccccc2C2c3[nH]c4ccc(Cl)cc4c3CCN12 (stereo not drawn),75
NS(=O)(=O)c1ncnc2nc[nH]c12,113
O=C1C=C(C(O)c2cccc([N+](=O)[O-])c2)C(=O)c2ccccc21 (stereo not drawn),121
Cc1ccc(-c2csc3nc(C)c(CCN4CCOCC4)c(=O)n23)cc1,100
Cc1ccc(C2=Nc3c(N)ncnc3NC(c3ccc4c(c3)OCO4)C2)cc1 (stereo not drawn),33
Cc1ccc(C(=O)CSc2nnc3sc(Nc4ccccc4)nn23)cc1,108
COc1cc(C(=O)NCC(=O)O)cc(OC)c1OC,108
COc1cccc2nc(Nc3ccc(NC(=O)c4ccc5c(c4)OCCO5)cc3)ccc12,98
Cc1ccc(/C(=N/c2sc(-c3ccccc3)nc2-c2ccccc2)N2CCN(c3ccccc3)CC2)cc1,105
CCOC(=O)c1c(C)nc2c(c1N)/C(=C/c1ccccc1[N+](=O)[O-])C(=O)N2c1cc(OC)c(OC)c(OC)c1,88

# In a second layout: four of the compounds above
> CN(C)c1ccc(/C=C2\SC(N3CCCCC3)=NC2=O)cc1
  HL-60(TB): 86

> COc1ccc(/C=N/NC(=O)Cn2nc(Cc3ccccc3)c3onc(C)c3c2=O)cc1
  HL-60(TB): 103

> O=C(C/C(=C/c1ccccc1[N+](=O)[O-])c1nc(=S)[nH][nH]1)c1ccc(Cl)c(Cl)c1
  HL-60(TB): 96

> CCC(=O)Nc1nnc(Cc2ccc(OC)c(OC)c2)s1
  HL-60(TB): 53

# (continued)
SMILES,HL-60(TB)
O=CC(=O)c1ccc2ccccc2c1,98
CC(C)C1=C(O)C2=C(C(=O)C1=O)[C@@]1(C)CCCC(C)(C)[C@@H]1CC2,56
CC(=O)OCC(=O)[C@H]1CC[C@H]2[C@@H]3CC(=C(Br)Br)C4=CC(=O)CC[C@]4(C)[C@H]3CC[C@]12C,73
CC(C)c1ccc(C2OCC(C)([N+](=O)[O-])CO2)cc1 (stereo not drawn),100
COC(=O)NP(=S)(c1ccccc1)c1ccccc1,110
Cc1cccc(NC(=O)[C@]23CCC(C)(C)CC2C2=CCC4[C@@]5(C)C[C@@H](O)[C@H](O)[C@@](C)(CO)C5CC[C@@]4(C)[C@]2(C)CC3)c1 (stereo partly drawn),-14*
Oc1ccc(CSc2nnc(-c3ccc(Oc4ccccc4)cc3)n2-c2ccccc2)c2cccnc12,10
CCNC(=O)N1CCN(C)CC1,103
CC(C)[C@]12O[C@H]1[C@@H]1O[C@]13[C@]1(O[C@H]1C[C@H]1C4=C(CC[C@@]13C)C(=O)OC4)[C@@H]2OC(=O)OC(C)(C)C,-16*
NS(=O)(=O)c1cccc(N/C=C/C(=O)c2ccc(Cl)cc2)c1,90
CC1(C)CCOC1=O,148
COc1ccc(N=Nc2c(N)nn3c(N)c(C#N)c(-c4ccccc4)nc23)cc1,81
COS(=O)(=O)CCC(=O)Nc1cc(C(=O)Nc2cc(C(=O)NCCC(=O)NCCCCCCCCCCN3C(=O)N(c4ccc(C#N)c(C(F)(F)F)c4)C(=O)C3(C)C)n(C)c2)n(C)c1,107
C=C1CCC2C(C)(COC(C)=O)C(OC(C)=O)CCC2(C)C1/C=C/C1=CCOC1=O (stereo not drawn),83
Clc1ccc(-c2nc(CSc3nc4ccccc4s3)no2)cc1,105
O=C(Nc1ncccc1OCc1ccccc1)NC1CCCCCC1,58
C=CCOC(=O)C1=C(C)NC2=C(C(=O)CC(c3ccc(Cl)cc3)C2)C1c1ccc(O)cc1 (stereo not drawn),85
Cc1ccc(S(=O)(=O)OC[C@@H]2CO2)cc1,83
O=C(Nc1ccccc1)C1CN(Cc2ccccc2F)CCS1 (stereo not drawn),116
CCN(CC)C(=O)C=C(C)C,90

# Individual results from the entries so far:
# In HL-60(TB), CC(C)[C@]12O[C@H]1[C@@H]1O[C@]13[C@]1(O[C@H]1C[C@H]1C4=C(CC[C@@]13C)C(=O)OC4)[C@@H]2OC(=O)OC(C)(C)C reads -16*
# In HL-60(TB), O=C(Nc1ccccc1)C1CN(Cc2ccccc2F)CCS1 (stereo not drawn) reads 116
# In HL-60(TB), Oc1ccc(CSc2nnc(-c3ccc(Oc4ccccc4)cc3)n2-c2ccccc2)c2cccnc12 reads 10
# In HL-60(TB), Clc1ccc(-c2nc(CSc3nc4ccccc4s3)no2)cc1 reads 105
# In HL-60(TB), COS(=O)(=O)CCC(=O)Nc1cc(C(=O)Nc2cc(C(=O)NCCC(=O)NCCCCCCCCCCN3C(=O)N(c4ccc(C#N)c(C(F)(F)F)c4)C(=O)C3(C)C)n(C)c2)n(C)c1 reads 107

# Next compounds
SMILES,HL-60(TB)
COC1=CC(=O)OC(C)(c2ccccc2)C1 (stereo not drawn),110
O=C(O)CCN1C(=O)c2ccccc2C1=O,96
NC(=O)c1cccc(F)c1SSc1c(F)cccc1C(N)=O,81
Cc1ccc(C)c(C(=O)CCC(=O)O)c1,142&113
CCN1CCN(c2nc(-c3ccc(Nc4ncnc5cc(Cl)ccc45)cc3)cc(-c3cc(OC)c(OC)c(OC)c3)n2)CC1,95
O=c1ccn(C2CC(O)C(O)C(CO)O2)c(=O)[nH]1 (stereo not drawn),90
CCOP(=O)(CN(CCO)CCO)OCC,101
CCOC(=O)/C(=C/c1ccncc1)C(=O)c1ccccc1,97
CCc1ccccc1-n1c(-c2ccc(Cl)cc2)cc(-c2ccc(Cl)cc2)c(C#N)c1=O,83
O=C(Nc1ncc(Cc2ccc(Cl)cc2)s1)C1COc2ccccc2O1 (stereo not drawn),70
CCC1(CC)C(=O)NC(=O)N(c2ccccc2)C1=O,75&108
C(=N\n1cnnc1)/c1ccc2c(c1)CCC2,78
CC(=O)N1N=C(c2cc3ccccc3oc2=O)CC1c1cn(-c2ccccc2)nc1-c1ccc(C)cc1 (stereo not drawn),107
O=C1NC(=S)N/C1=C\c1ccc(Cl)cc1Cl,88
CN(C)CCC1c2ccc(Cl)cc2CCc2cccnc21 (stereo not drawn) (tested in a mixture with another compound),53
CCOC(=S)SCCSC,105
NS(=O)(=O)c1ccccc1NCCC(=O)c1ccccc1,105
CO/N=C/C=C\C(=O)N/C=C/C[C@H]1/C=C/[C@H](O)/C=C\C=C\c2cccc(O)c2C(=O)O1,-28*!
COc1ccc(C2CC(=O)Nc3c2c(C)nn3-c2nc3ccccc3[nH]2)cc1OC (stereo not drawn),32
CC(=O)C12OC(C)(C)OC1CC1C3CCC4=CC(=O)C=CC4(C)C3(F)C(O)CC12C (stereo not drawn),105
S=c1nc2c(c(-c3ccccc3)c(-c3ccccc3)n2C2CCCCC2)c2n1CCN2,99
O=C1CC(c2cccc(F)c2)c2snc(-c3cccc(F)c3)c2N1 (stereo not drawn),85
CC(C)(C)C(=O)OCOP(=O)(OCOC(=O)C(C)(C)C)C1CC(O)N(O)C1=O (stereo not drawn),13
COC1C(=O)OC(=O)C1OC (stereo not drawn),87
C/C(=N\NC(=O)c1ccc(C(C)(C)C)cc1)c1ccc(O)cc1O,9.4*
CCNC(=O)OCc1cnc(C)c(OC(=O)NCC)c1COC(=O)NCC,102
COc1cc(/C=C2/C(=O)NC(SCC(=O)N3CCN(c4cc5c(cc4F)c(=O)c(C(=O)O)cn5C4CC4)CC3)=NC2N)ccc1O (stereo not drawn),107
CCCCCCSC(=S)NC1c2ccccc2Oc2ccccc21,95
CCCNC1(C#N)CCN(Cc2ccccc2)CC1,68
O=C(Nc1cccc([N+](=O)[O-])c1)NN1CCCCCC1,112
CSc1nc(N)n(/N=C(\C)c2ccc(Br)cc2)c(=O)c1C#N,81
CCCCCCOCCCN1C(=O)c2ccccc2C1=O,85
O=C1c2cc(F)ccc2Oc2cc([N+](=O)[O-])ccc2N1c1ccc(I)cc1F,100
O=C1CSC(c2cc3ccccc3[nH]c2=O)N1Cc1ccccc1 (stereo not drawn),113
Nc1cc(N)cc([N+](=O)[O-])c1,52&103
Cc1ccc(-n2nc(C(C)(C)C)cc2NC(=O)NCc2cc(F)ccc2Oc2ccc3c(cnn3CCO)c2)cc1,-1.8*
COc1ccc(CCNCCCOc2cc3c(Nc4ccc(S(=O)(=O)Nc5cc(C)on5)cc4)ncnc3cc2OC)cc1OC,92
CC(/C=C1\SC(=S)N(CC(=O)NCC(=O)O)C1=O)=C\c1ccccc1,101
CCN(C(=O)N1CCN(c2cc3c(cc2F)c(=O)c(C(=O)O)cn3C2CC2)CC1)c1nc(-c2ccc(Br)cc2)cs1,84
O=C1NC(Cc2c[nH]c3ccccc23)C(=O)N1Cc1ccc(Cl)cc1 (stereo not drawn),74
Cc1nn(-c2ccccc2)c(-n2ccnc2)c1/C=N/Nc1nc(-c2ccc(-c3ccccc3)cc2)cs1,95

# Source: PubChem BioAssay
